PG9 binder = small molecules binding HIV-1 gp120 antibody PG9; 360,000 compounds, 0.43% hits; inhibition, % at 6.7 µM; AID 624416; TR-FRET gp120-PG9 antibody binding; in the data active = inhibition above about 8.5%
SMARCA2 act = increases SMARCA2 function in MMTV reporter cells. 370,000 compounds, 1% hits. MG213 cells, MMTV-luciferase reporter, dexamethasone, overnight. activation, % at 9.1 µM; in the data active = activation above about 7.8%;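 also: 0% = vehicle wells and 100% = reference activator wells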
FXN GAA850 act = activators of GAA850 frataxin (FXN) promoter; HEK293 lucGAA850 FXN promoter luciferase reporter, 24 h; percent of 10 µM SAHA response; activation, % at 6 µM; 360,000 compounds, 0.56% hits; AID 540364;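 active = activation above the average of all compounds screened plus 3 SD, cutoff fixed separately per campaign, cut at about 7.5% in these data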;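 also: 0% = DMSO wells and 100% = 10 µM SAHA wells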
GC-A act = GC-A (human) enzyme activation. HEK293 GC-A cells, cGMP TR-FRET, EC30 ANP; 0% at EC30 ANP, 100% saturating ANP. activation, % at 10 µM. 370,000 compounds, 0.14% hits; in the data active = activation above about 40%
hcDAF-12 act = activators of H. contortus DAF-12 nuclear receptor. 370,000 compounds, 1.4% hits. AID 652067. activation, % at 6.8 µM. HEK293 hcDAF-12 lit1-tk-luc reporter, luminescence; 0% DMSO, 100% Δ7-dafachronic acid;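 active = activation above the mean of all tested compounds plus 3 SD, cut at about 5.5% in these data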;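 also: 100% = response to 3 µM Δ7-dafachronic acid high control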
ssDAF12 agonist = activates DAF-12 receptor from parasite S. stercoralis; HEK293 ssDAF-12/GRIP1 lit1-tk-luc reporter, luminescence; % of 3 µM dafachronic acid response; activation, % at 6.8 µM; 370,000 compounds, 1% hits; AID 652126;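 active = activation above the mean over all tested compounds plus 3 SD, cut at about 0.9% in these data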;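 also: 0% = DMSO-only wells and 100% = 3 µM delta7-dafachronic acid wells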
DAX1 inh-1 = inhibits human nuclear receptor DAX1 | P51843 | 340,000 compounds, 0.99% hits | HEK293 Gal4-DAX1 luciferase reporter, luminescence | inhibition, % at 6.75 µM | AID 504766;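 active = inhibition above the mean over all tested compounds plus 3 SD, cut at about 4.2% in these data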;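 also: 0% = DAX1-transfected cells with DMSO and 100% = empty-vector control cells with DMSO; inhibition shows as a rise in luminescence from relieved DAX1 repression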
Target sequence (P51843 207-470 limits assumed): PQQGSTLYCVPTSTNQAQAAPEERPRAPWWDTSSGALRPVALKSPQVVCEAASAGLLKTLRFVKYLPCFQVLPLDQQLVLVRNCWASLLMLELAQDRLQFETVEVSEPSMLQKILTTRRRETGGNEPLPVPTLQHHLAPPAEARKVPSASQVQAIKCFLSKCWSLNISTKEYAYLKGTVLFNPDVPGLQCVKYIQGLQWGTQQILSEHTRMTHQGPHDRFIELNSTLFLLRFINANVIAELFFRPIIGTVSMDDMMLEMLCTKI
DAX1 inh-2 = blocks DAX1 repression of SF-1 activated StAR promoter; HEK293T StAR-luciferase reporter, SF-1/DAX-1 repression relief; inhibition, % at 6.8 µM; 370,000 compounds, 1.1% hits; AID 652010;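 active = inhibition above the mean over all tested compounds plus 3 SD, cut at about 3.6% in these data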;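 also: 0% = DAX-1 cells with DMSO and 100% = cells lacking DAX-1 with DMSO; higher inhibition means more luminescence from relief of DAX-1 repression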
hgDAF12 agonist = hgDAF-12 agonism, primary luciferase screen; 370,000 compounds, 1.8% hits; HEK293 GAL4-hgDAF12 UAS-luciferase reporter, agonist luminescence; normalized to butyrate control; activation, % at 6.8 µM; AID 687014;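 active = activation above a cutoff set at the mean of all screened compounds plus 3 SD, cut at about 10% in these data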;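 also: 0% = DMSO wells and 100% = sodium butyrate wells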
ADAM10 inh = inhibits human ADAM10; inhibition, % at 7 µM; recombinant ADAM10, EDANS/DABCYL FRET peptide cleavage, 3 h; O14672; 370,000 compounds, 0.62% hits; AID 720582;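 active = inhibition above a per-campaign cutoff equal to the mean of compounds falling between control-based bounds plus 3 SD, cut at about 20% in these data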;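 also: 0% = DMSO wells while the 100% control is not disclosed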
Target sequence (O14672 214-748 limits assumed): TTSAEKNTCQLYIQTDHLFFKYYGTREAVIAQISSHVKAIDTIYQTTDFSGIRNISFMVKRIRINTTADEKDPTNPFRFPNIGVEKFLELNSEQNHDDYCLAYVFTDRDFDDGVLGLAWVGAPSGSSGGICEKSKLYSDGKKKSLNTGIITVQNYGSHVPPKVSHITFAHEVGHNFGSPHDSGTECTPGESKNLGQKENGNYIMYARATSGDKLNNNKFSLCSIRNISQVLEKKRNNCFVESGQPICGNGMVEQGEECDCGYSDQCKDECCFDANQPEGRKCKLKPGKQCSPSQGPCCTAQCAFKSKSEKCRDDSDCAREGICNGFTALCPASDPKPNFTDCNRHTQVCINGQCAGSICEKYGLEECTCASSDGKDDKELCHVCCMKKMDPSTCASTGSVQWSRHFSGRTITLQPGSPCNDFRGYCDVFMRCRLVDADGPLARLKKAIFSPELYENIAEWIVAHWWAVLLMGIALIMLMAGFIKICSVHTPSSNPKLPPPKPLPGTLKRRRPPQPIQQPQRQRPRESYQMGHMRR
ADAM17 inh = inhibits human ADAM17. 370,000 compounds, 0.83% hits. inhibition, % at 6.95 µM. AID 720648. P78536. recombinant ADAM17, EDANS/DABCYL FRET peptide cleavage;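 active = inhibition above the mean of compounds lying between control limits plus 3 SD, set per campaign, cut at about 8.5% in these data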;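 also: 0% = DMSO-only wells as the low control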
* marks the source's active call; other numbers are inactive results; x = not tested or not shown.

SMILES | PG9 binder | SMARCA2 act | FXN GAA850 act | GC-A act | hcDAF-12 act | ssDAF12 agonist | DAX1 inh-1 | DAX1 inh-2 | hgDAF12 agonist | ADAM10 inh | ADAM17 inh
Cc1ccc(C2C(C#N)=C(N)Oc3n[nH]c(C)c32)cc1 (centres undefined) | -0.1 | 1 | -1.8 | 5 | 0.0 | -0.9 | 0.6 | -0.1 | -1.2 | -10 | -4
C/C(=N\NC(=O)c1cccc(S(=O)(=O)N2CCOCC2)c1)c1ccc(OC(F)F)cc1 | 0.3 | 0 | 1.1 | 0 | 0.5 | -1.1 | 1.1 | -0.2 | 3.8 | -2 | -6
CC(C)(C)c1ccc(OCC(=O)N(c2ccccn2)C2CCCCC2)cc1 | -1.6 | 0 | 3.7 | 0 | -1.3 | -0.4 | -0.1 | 0.2 | -0.4 | 4 | -5
COC(=O)c1cc(NC(=O)c2ccoc2C)cc(C(=O)OC)c1 | 0.0 | -4 | -2.5 | 0 | -1.8 | -1.1 | -0.7 | -0.4 | 1.3 | 2 | 2
Cc1ccc(CNC(=O)CCS(=O)(=O)c2ccc3c(c2)NC(=O)CS3)cc1 | 0.1 | -2 | 0.5 | -2 | -1.3 | -1.5 | -0.7 | -0.6 | -1.3 | -1 | 0
Nc1nc2ccc([N+](=O)[O-])c(N)c2s1 | -1.7 | 4 | 5.1 | 2 | -0.2 | -1.0 | 1.0 | -0.3 | 1.3 | -4 | 0
CCOc1cc(C(=S)N2CCN(C)CC2)ccc1OCC(=O)N1CCOCC1 | -0.1 | -4 | -0.8 | 2 | -1.5 | -0.6 | -1.4 | 0.0 | 3.2 | -10 | -4
CN1CCCN(Cc2nc(-c3cccc(C(F)(F)F)c3)no2)CC1 | 2.2 | -2 | -1.7 | 4 | 2.0 | -0.2 | -0.9 | 1.6 | -0.8 | -5 | -1
CC(C)CC(=O)Nc1ccnn1C1CCN(C(=O)c2ccccc2F)CC1 | -1.3 | 1 | 1.1 | -1 | -0.3 | -0.7 | 0.7 | 0.5 | -0.6 | 2 | -1
COc1ccc(CCN2CC(C(=O)NCCCn3nc(C)cc3C)CCC2=O)cc1 (centres undefined) | -1.1 | -2 | -0.6 | 3 | -0.5 | -0.8 | 0.3 | 0.0 | 0.9 | 4 | -1
CN(c1ccc(C(=O)Nc2ccc3c(c2)OCO3)cc1)S(C)(=O)=O | -0.4 | -2 | 4.0 | -1 | 1.4 | -0.8 | 1.0 | 1.8 | 4.9 | -7 | -1
C=CCN=C1NC(c2ccc(C(F)(F)F)cc2)C(C(=O)OC)=C(C)N1C (centres undefined) | -0.2 | -3 | x | -12 | -0.9 | -1.2 | x | -0.7 | 1.6 | -8 | -5
Cc1sc(NC(=O)/C=C/c2ccc3c(c2)OCO3)nc1-c1ccccc1 | -2.0 | -1 | -2.5 | -1 | -2.2 | -1.8 | -4.8 | 0.6 | -1.5 | -4 | -5
CCOC(=O)c1c(NC(=O)CCC(=O)O)sc2c1CCCCC2 | 1.4 | -1 | 0.6 | 2 | -1.5 | -1.1 | -0.3 | -0.1 | 0.9 | -10 | -2
CC(NC(=O)c1cccc(S(=O)(=O)N(C)c2ccccc2)c1)c1cccnc1 (centres undefined) | 1.7 | -2 | 0.9 | 2 | -1.9 | -0.5 | 0.2 | 0.0 | -0.8 | -14 | -2
CCOC(=O)c1ccc(NC(=O)CCc2nc(-c3ccc(C)cc3)no2)cc1 | -1.7 | -3 | -6.6 | 2 | 0.2 | -1.5 | -3.4 | -1.4 | -0.1 | 11 | 3
C[C@@H](NC(=O)c1ncn2c1c(=O)[nH]c1ccc(Br)cc12)c1ccccc1 | 18* | -2 | -0.7 | 20 | 1.4 | -1.1 | 0.5 | -0.5 | 1.6 | -36 | -9
CCOC(=O)c1ccc(NC(=O)c2c(NCc3ccccc3)[nH]c(=O)[nH]c2=O)cc1 | -0.7 | 1 | x | 1 | -0.4 | -0.7 | x | 0.1 | -1.9 | 1 | 0
O=C(Cn1nc(C(=O)O)c2ccccc2c1=O)Nc1cccc(S(=O)(=O)N2CCCCCC2)c1 | -1.0 | 3 | -2.9 | 0 | 1.0 | -0.9 | 0.9 | 0.9 | 1.3 | 2 | 0
COc1ccc([C@H]2CC(=O)C=C(c3cccc(OC)c3OC)C2)cc1OC | 1.2 | 0 | 1.5 | -1 | -3.1 | -1.9 | -3.0 | -1.2 | -5.6 | 6 | -4

Part of the list above, reduced to FXN GAA850 act and ADAM17 inh.
canonical_smiles	FXN GAA850 act	ADAM17 inh
CC(C)(C)c1ccc(OCC(=O)N(c2ccccn2)C2CCCCC2)cc1	3.7	-5
COC(=O)c1cc(NC(=O)c2ccoc2C)cc(C(=O)OC)c1	-2.5	2
Cc1ccc(CNC(=O)CCS(=O)(=O)c2ccc3c(c2)NC(=O)CS3)cc1	0.5	0

Retrieved one by one from above:
SMILES | PG9 binder | SMARCA2 act | FXN GAA850 act | GC-A act | hcDAF-12 act | ssDAF12 agonist | DAX1 inh-1 | DAX1 inh-2 | hgDAF12 agonist | ADAM10 inh | ADAM17 inh
CN(c1ccc(C(=O)Nc2ccc3c(c2)OCO3)cc1)S(C)(=O)=O | -0.4 | -2 | 4.0 | -1 | 1.4 | -0.8 | 1.0 | 1.8 | 4.9 | -7 | -1
CC(C)CC(=O)Nc1ccnn1C1CCN(C(=O)c2ccccc2F)CC1 | -1.3 | 1 | 1.1 | -1 | -0.3 | -0.7 | 0.7 | 0.5 | -0.6 | 2 | -1

Additional structures.
SMILES | PG9 binder | SMARCA2 act | FXN GAA850 act | GC-A act | hcDAF-12 act | ssDAF12 agonist | DAX1 inh-1 | DAX1 inh-2 | hgDAF12 agonist | ADAM10 inh | ADAM17 inh
O=C(CNC(=O)c1ccncc1)N/N=C/c1ccc(Br)cc1 | -0.5 | -2 | 0.6 | 3 | -1.9 | -1.4 | 6.5* | -0.2 | -1.2 | -1 | -1
O=C(c1ccncc1)N1CCN(S(=O)(=O)c2ccc(F)cc2)CC1 | -1.9 | 3 | 0.8 | -1 | 0.9 | -1.1 | 0.7 | 0.9 | 2.4 | -8 | -1
CC(=O)NC(=S)Nc1cc(C(F)(F)F)ccc1N1CCOCC1 | -1.5 | -4 | 1.7 | 4 | -4.0 | -1.9 | -2.7 | -1.2 | -3.7 | 4 | 0
CC1=C(C(=O)N(C)C)CC(CC(=O)NC2CCCCC2)C(=O)N1CCCN1CCCC1=O (centres undefined) | 0.9 | -4 | 0.5 | 1 | -0.7 | -0.8 | 0.5 | 0.1 | 0.4 | -25 | -2
COc1cccc(/C=C/C(=O)c2ccc(NS(=O)(=O)c3ccc(C)cc3)cc2)c1 | -0.5 | -3 | 2.7 | -7 | -1.6 | -2.1 | -2.0 | -1.4 | -1.9 | 17 | 7
COc1ccc(/C=N/NC(=O)c2nnn(-c3nonc3N)c2CN(C)c2ccccc2)cc1 | -1.4 | -2 | 1.3 | 0 | -1.9 | -1.4 | 0.3 | 1.9 | -1.2 | 5 | -1
CC(C)[C@H](NC(=O)N1CCn2c1nc1ccccc12)C(=O)N[C@H](Cc1ccccc1)C(=O)O | -2.4 | -1 | 0.9 | 3 | 1.2 | -0.6 | 2.0 | 0.8 | -0.1 | -9 | -5
CC(C)c1ccc(N(C(=O)C(F)(F)F)C(C(=O)NC2CCCCC2)c2ccncc2)cc1 (centres undefined) | 0.4 | 1 | 0.4 | 0 | 0.4 | -0.3 | 0.1 | -0.2 | 2.7 | 5 | -1
O=C(c1ccc2c(c1)OCO2)N1CCN(c2ccccc2F)CC1 | -0.4 | 0 | 1.6 | 0 | -1.3 | -1.0 | -0.6 | -0.3 | 1.9 | -2 | -2
COC(=O)c1cccc(NC(=O)Cn2cnc3ccccc3c2=O)c1 | -0.2 | 13* | -2.4 | 3 | -0.3 | -1.6 | 0.2 | -0.6 | -1.6 | 5 | 2
C(=N\Nc1ccccc1)/c1nc2ccccc2s1 | 0.0 | 10* | 0.5 | 6 | 18* | 3.8* | 4.8* | 3.0 | 24* | -1 | 2
COc1ccc(NC(=O)CSc2nnc(C)n2C2CC2)cc1S(=O)(=O)N1CCOCC1 | -1.5 | -1 | 0.4 | 4 | 1.5 | -0.8 | -0.5 | 2.2 | 1.3 | 6 | 5
CN(C(=O)CSc1n[nH]c(N)n1)C1CCCCC1 | -2.3 | -3 | 1.3 | 0 | -1.8 | -1.6 | 0.3 | 0.2 | 0.3 | -6 | 3
CCc1cc(-c2[nH]ncc2-c2ccc(OC)cc2)c(O)cc1O | 0.1 | -5 | 0.2 | -10 | -2.1 | -1.9 | -1.0 | -0.6 | -1.6 | 10 | 0
CCN(CC)C(=O)CSCC(=O)Nc1ccccc1 | 2.8 | -2 | 0.5 | 1 | 0.5 | -1.2 | -0.4 | 0.9 | -0.3 | -5 | -3
COc1ccc([C@H]2/C=C\CN(C(=O)C3CC3)[C@@H](C)C(=O)N2Cc2ccc(F)cc2)cc1 | -0.2 | 0 | 3.1 | -2 | 2.8 | -1.2 | -1.0 | -0.6 | 1.6 | -1 | -2
Cc1nn(C)cc1CN(C)C(=O)c1nn2c(c1Cl)NC(c1cccs1)CC2C(F)(F)F (centres undefined) | -0.3 | -1 | 1.1 | 1 | -2.3 | -1.4 | -1.2 | -0.3 | -2.4 | -6 | 0
CCOc1ccc(C(=O)N2CCN(S(=O)(=O)c3cccs3)CC2)c(OCC)c1 | 1.0 | -3 | 0.3 | -1 | 0.9 | -0.6 | 0.3 | 2.4 | -2.9 | -3 | -2
CCc1cc2cc(C(=O)Nc3ccc(C)cc3)sc2s1 | 31* | 0 | 2.0 | -1 | 0.4 | -1.1 | -0.8 | 0.4 | 3.0 | -5 | 2
Cc1ccc(-c2nc3c4ccccc4ccn3c2Cc2ccccc2C(F)(F)F)cc1 | -0.2 | -1 | x | -4 | 4.5 | 0.9* | x | 0.8 | 1.9 | -17 | -4
Cc1ccsc1/C=N/NC(=O)CNC(=O)c1ccco1 | -1.1 | -1 | -0.3 | x | -1.4 | -1.2 | -1.5 | -0.3 | -1.7 | -5 | -4
COc1ccccc1NC(=O)N1CCCC1C(=O)NCc1ccccc1F (centres undefined) | 0.1 | -3 | 0.9 | -3 | -0.9 | -1.0 | 0.3 | -0.3 | -0.5 | 5 | -3
O=C(Cc1ccc(-n2c(=S)[nH]c3ccccc3c2=O)cc1)N1CCN(c2ccccc2)CC1 | 1.4 | -1 | -1.4 | 4 | -2.5 | -2.0 | -1.0 | -1.1 | -4.0 | 2 | -3
CCOc1ccc(-n2c(SCC(=O)Nc3cc(C(=O)O)ccc3Cl)nc3ccccc3c2=O)cc1 | -2.7 | -2 | 0.6 | 5 | 0.6 | -1.5 | 0.2 | 0.1 | -3.1 | -3 | 1
Cc1cc(S(=O)(=O)NC[C@H]2O[C@@H](n3cnc4c(N)ncnc43)[C@H](O)[C@@H]2O)c(C)s1 | 0.3 | -2 | 1.0 | 1 | 1.5 | 0.1 | -1.2 | -2.7 | 0.7 | -6 | 2
Cc1ccc(CCN2C(=O)c3ccccc3C2C(=O)NCc2cccnc2)cc1 (centres undefined) | 0.3 | -2 | 0.1 | 0 | 0.2 | -1.9 | -0.8 | -0.2 | 1.4 | -6 | -6
